# Bcl-B TR3 displacers: displacers of TR3 peptide from Bcl-B, primary screen, selectivity assay for Bfl-1 inhibitor project, biochemical, fluorescence polarization | FP displacement of FITC-TR3 peptide from Bcl-B; higher % means a stronger effect | displacement, % at 20 µM; hits with a dose series show IC50 in µM | 96,000 compounds, 0.11% hits | AID 748;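 active = displacement above 50% at 20 µM plus a fluorescence interference ratio under 1.5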;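 note: plate controls were wells without compound for no effect and wells lacking Bcl-B protein for full effect; a part of the inactive calls stands beside numbers as strong as those of hits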
# MRP reversal: compounds reversing MRP-mediated drug resistance | differential viability (reversal), % at 10 µM | 85,000 compounds, 0.04% hits | H69AR cells + 2 uM doxorubicin, CellTiter-Glo, 72 h;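 active = viability drop by adding the cancer drug above about 55%, with treated viability meeting a 40% cutoff, limit read from the data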;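 note: viability without doxorubicin minus viability with 2 µM doxorubicin for each compound; larger differential means the compound sensitizes cells more to doxorubicin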
# PLAP inhibitors HTS: PLAP enzyme inhibitors, biochemical, luminescence, HTS (AID 690); purified PLAP, luminescent substrate; higher % means a stronger effect; one-dose inhibition, % at 20 µM; IC50 in µM for titrated hits; 96,000 compounds, 0.08% hits; in the data active = a potency from the dose series; inactive = the rest, 99 in 100 with inhibition below about 30%; note: strong numbers were not always called active
# IL1B NFkB inh: blocks IL-1B driven NFkB nuclear translocation in HUVEC cells | inhibition, % at 2 µM | HUVEC IL-1B NFkB p65 nuclear translocation imaging | 94,000 compounds, 0.43% hits;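 active = inhibition above about 30% together with a positive call from visual inspection of the well image, limit read from the data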;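 note: nuclear over cytoplasmic p65 intensity ratio measured by imaging; 0% = IL-1B stimulated DMSO wells and 100% = unstimulated DMSO wells; values of inactives mirror those of a sister screen read the other way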
# IL1B NFkB pot: enhances IL-1B driven NFkB nuclear translocation. HUVEC IL-1B NFkB p65 nuclear translocation imaging. activation, % at 2 µM. 94,000 compounds, 0.3% hits. AID 819;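 active = activation above 40%, about the mean plus 3 SD, also judged a hit on visual image review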;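 note: percent activation is computed from the nuclear over cytoplasmic p65 intensity ratio; values of inactives mirror those of a sister screen read the other way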
# MRP reversal cytotoxicity: recorded beside MRP reversal, whose call it bears; viability, %; H69AR cells, CellTiter-Glo, 72 h; measured here: cytotoxicity without doxorubicin
# MRP reversal with doxorubicin: further read-out of MRP reversal, marked with its call; viability, %; measured here: viability with 2 uM doxorubicin; active compounds read low
# IL1B NFkB inh cell count 2 µM: second read-out of IL1B NFkB inh, no call of its own (marks repeat the call); cell count; measured here: cells passing quality filter;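 raw number of nuclei counted in each imaged well without normalization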
# IL1B NFkB pot cell count 2 µM: recorded beside IL1B NFkB pot, whose call it bears; cell count; measured here: cells passing quality filter
# * = called active by the depositor; x = not tested or not shown.
structure,Bcl-B TR3 displacers,MRP reversal,MRP reversal cytotoxicity,MRP reversal with doxorubicin,PLAP inhibitors HTS,IL1B NFkB inh,IL1B NFkB inh cell count 2 µM,IL1B NFkB pot,IL1B NFkB pot cell count 2 µM
CS(=O)(=O)Nc1cccc(C(=O)CC2(O)C(=O)Nc3ccc(Br)cc32)c1 (stereo not drawn),-12%,-17,46,63,-4%,-1,101,1,101
O=C(CN1CCOCC1)Nc1ccc(S(=O)(=O)NC2CCCCC2)cc1,8%,x,x,x,-2%,6,63,-6,63
Cc1ccc(N2CCN(C(=O)c3ccccc3Br)CC2)c(C)c1,2%,15,94,79,-48%,-23,135,23,135
CCOC(=O)c1oc2nc(CC(C)C)c3c(c2c1N)CCC3,-1%,3,82,79,4%,4,164,-4,164
Cn1c(=O)[nH]c(=O)c2c1nc(N1CCOCC1)n2CCSc1nc2ccccc2[nH]1,2%,-1,85,86,-10%,6,156,-6,156
c1ccc(-c2nc(-c3ccncc3)no2)cc1,-7%,-6,90,96,21%,4,109,-4,109
CCN1C=CC(=C2C(=O)c3ccccc3C2=O)C=C1,-8%,-14,27,41,9%,1,172,-1,172
O=C(O)CCC(=O)CCC(=O)c1ccccc1,-4%,-14,91,105,-5%,2,165,-2,165
CCOc1ccc(N2CC(C(=O)Nc3ccc(S(=O)(=O)Nc4ncccn4)cc3)CC2=O)cc1 (stereo not drawn),6%,x,x,x,-56%,-22,160,22,160
O=C(NCc1ccc(N2CCCC2=O)cc1)Nc1cccc2ccccc12,10%,-3,81,83,3%,7,157,-7,157
Cc1ccc(-c2nnn(CC(=O)N(CC3CCCO3)C(C(=O)NC(C)(C)C)c3ccc(F)cc3)n2)o1 (stereo not drawn),x,-1,88,89,x,-20,151,20,151
COc1ccc(NC(=S)Nc2cccc([N+](=O)[O-])c2)cc1,1%,-12,100,112,7%,-3,144,3,144
COc1ccc(Cl)cc1NC(=O)c1ccoc1C,-5%,11,93,81,6%,-13,192,13,192
O=S1(=O)C=C(N2CCCCC2)c2ccccc21,-10%,10,94,84,3%,-5,195,5,195
COc1ccc2[nH]c(=O)c(CN(Cc3cccs3)S(=O)(=O)c3cccc4nsnc34)cc2c1,34%,0,3,3,19%,-12,151,12,151
Cc1ccc(NC(=O)CSc2nnc(Cn3cnc4ccccc43)o2)cc1,-17%,3,90,88,-28%,-4,201,4,201
CC(C)(C)NC(=O)C(=O)N/N=C/c1cccs1,4%,x,x,x,6%,3,121,-3,121
O=C(c1cc2ccccc2c(=O)o1)N1CCCc2ccccc21,4%,16,100,84,0%,-23,144,23,144
Cc1ccc(-c2nnc3ccc(SC(C)C(=O)O)nn23)cc1 (stereo not drawn),-4%,11,100,89,-15%,x,x,x,x
C/C(=C\C(=O)c1cccnc1)Nc1ccc(O)cc1,2%,x,x,x,9%,-19,168,19,168
CCCCNC(=O)C1CCN(Cc2ccccn2)CC1,14%,7,92,85,-4%,9,115,-9,115
CCOc1cc(NS(=O)(=O)c2ccccc2)c(OCC)cc1NC(=O)c1ccco1,-6%,-4,88,92,-14%,1,89,-1,89
N/C(=N\OC(=O)COc1ccc2ccccc2c1)c1ccccn1,4%,x,x,x,15%,-1,132,1,132
CCn1c(COc2ccc(=O)n(-c3ccccc3)n2)nnc1SCc1cccc(OC)c1,9%,x,x,x,11%,-2,107,2,107
COCCn1c(SCC(=O)N2CC(=O)Nc3ccccc32)nnc1-c1ccoc1C,x,-14,103,117,x,-1,145,1,145

# An excerpt of these results, with values under each structure:
# Each structure is followed by: Bcl-B TR3 displacers | MRP reversal | MRP reversal cytotoxicity | MRP reversal with doxorubicin | PLAP inhibitors HTS | IL1B NFkB inh | IL1B NFkB inh cell count 2 µM | IL1B NFkB pot | IL1B NFkB pot cell count 2 µM
CCCCNC(=O)C1CCN(Cc2ccccn2)CC1
→ 14% | 7 | 92 | 85 | -4% | 9 | 115 | -9 | 115
O=S1(=O)C=C(N2CCCCC2)c2ccccc21
→ -10% | 10 | 94 | 84 | 3% | -5 | 195 | 5 | 195

# Other structures follow.
structure,Bcl-B TR3 displacers,MRP reversal,MRP reversal cytotoxicity,MRP reversal with doxorubicin,PLAP inhibitors HTS,IL1B NFkB inh,IL1B NFkB inh cell count 2 µM,IL1B NFkB pot,IL1B NFkB pot cell count 2 µM
CC(C)Cc1nnc(NC(=O)CSc2ncn[nH]2)s1,x,13,103,90,x,-8,173,9,173
CC(=O)Nc1ccc(N(C)S(C)(=O)=O)cc1,-8%,-4,107,111,-20%,6,148,-6,148
Cc1cc(C)n(-c2nc(NCCO)c3c4c(sc3n2)CCCC4)n1,-3%,6,11,5,-40%,-4,150,5,150
COc1cc(/C=N/n2nnnc2N)ccc1O,2%,-9,70,80,9%,-11,123,11,123
CCCC(=O)C1=C(N(C)c2ccccc2)CC(C)(C)C(C(=O)OC)C1=O (stereo not drawn),-14%,x,x,x,-7%,-2,20,2,20
Cc1ccc(-c2nnn(CC(=O)N(CC3CCCO3)C(C(=O)NC3CCCCC3)c3ccc(F)cc3)n2)o1 (stereo not drawn),-25%,x,x,x,-23%,-2,143,2,143
O=C(C1CCN(S(=O)(=O)N2CCC3(CC2)OCCO3)CC1)N1CCOCC1,4%,1,99,98,3%,1,152,-1,152
Cc1ccc(C)c(NC(=O)C2CC(O)CN2C(=O)OC(C)(C)C)c1 (stereo not drawn),-10%,x,x,x,14%,-9,60,11,60
CCCCCCCCCn1cc(C(C)=O)c(=O)[nH]c1=O,8%,x,x,x,-4%,-3,145,3,145
FC(F)(F)c1ccccc1Nc1nccs1,7%,-19,90,109,-224%,-9,126,9,126
CC1CCN(S(=O)(=O)c2ccc(NC(=O)CN3CCCC(C)C3)cc2)CC1 (stereo not drawn),0%,-7,73,79,-42%,-5,68,5,68
Cc1cc(C)c(NC(=O)CS(=O)CC(=O)NCC2CCCO2)c(C)c1 (stereo not drawn),2%,x,x,x,-22%,-2,146,2,146
N#CC1=C(N)NC(SCc2ccccc2)=C(C#N)C12CCCCC2,-8%,-22,11,32,23%,-1,120,1,120
CC(NC(=O)C1CCC1)c1ccc2c(c1)OCO2 (stereo not drawn),0%,15,88,73,-2%,x,x,x,x
Cc1ccc(O)c(-c2cc(C(=O)Nc3ccc(S(=O)(=O)N4CC(C)OC(C)C4)cc3)[nH]n2)c1 (stereo not drawn),0%,-24,17,41,0%,-2,170,2,170
C=CCOc1ccc(CNc2nccs2)cc1,x,23,86,63,x,-11,108,11,108
Cc1cc(C)c(S(=O)(=O)N2CCCCC2)c(C)c1N(C)S(=O)(=O)c1ccccc1,-5%,x,x,x,-8%,-22,102,22,102
COc1ccc(NC(=O)C2CC(=O)n3cnnc3S2)cc1 (stereo not drawn),0%,-10,86,96,17%,-12,169,12,169
O=C(O)c1ccc2c(c1)N(Cc1cccc(F)c1)C(=O)CS2,8%,18,112,94,-13%,-8,52,9,52
O=C1CN(C(=O)CSc2nnc(C3CC3)n2-c2ccccc2)c2ccccc2N1,0%,10,90,79,0%,-5,153,5,153
O=C(N/N=C/c1ccc(O)cc1)/C(=C/c1ccc([N+](=O)[O-])cc1)NC(=O)c1ccccc1,4%,-4,88,92,8%,6,189,-6,189
Clc1ccc(N2N=C(c3cccs3)CC2c2ccco2)cc1 (stereo not drawn),-1%,x,x,x,-7%,-3,123,3,123
CCCCN(CC)S(=O)(=O)c1ccc(C(=O)Nc2nnc(-c3cccs3)o2)cc1,-11%,-28,35,63,-49%,-1,67,1,67
CN(C)S(=O)(=O)N1CCCN(S(=O)(=O)N(C)C)CC1,-14%,-4,92,96,12%,-29,129,29,129
Cc1ccc(NC(=O)C2CCCN(S(=O)(=O)c3cccs3)C2)cc1 (stereo not drawn),-4%,18,94,76,-6%,-28,67,28,67

# Only Bcl-B TR3 displacers, MRP reversal with doxorubicin and MRP reversal (five entries from above):
mol | Bcl-B TR3 displacers | MRP reversal with doxorubicin | MRP reversal
COc1cc(/C=N/n2nnnc2N)ccc1O | 2% | 80 | -9
CCCC(=O)C1=C(N(C)c2ccccc2)CC(C)(C)C(C(=O)OC)C1=O (stereo not drawn) | -14% | x | x
Cc1ccc(-c2nnn(CC(=O)N(CC3CCCO3)C(C(=O)NC3CCCCC3)c3ccc(F)cc3)n2)o1 (stereo not drawn) | -25% | x | x
O=C(C1CCN(S(=O)(=O)N2CCC3(CC2)OCCO3)CC1)N1CCOCC1 | 4% | 98 | 1
Cc1ccc(C)c(NC(=O)C2CC(O)CN2C(=O)OC(C)(C)C)c1 (stereo not drawn) | -10% | x | x

# More structures
structure,Bcl-B TR3 displacers,MRP reversal,MRP reversal cytotoxicity,MRP reversal with doxorubicin,PLAP inhibitors HTS,IL1B NFkB inh,IL1B NFkB inh cell count 2 µM,IL1B NFkB pot,IL1B NFkB pot cell count 2 µM
CCOC(=O)c1c(CN2CCN(Cc3ccccc3)CC2)n(C)c2cc(Br)c(OC)cc12,-8%,5,14,9,-44%,-38,201,38,201
CCc1cc2c(N3CCN(c4ccccc4)CC3)ncnc2s1,-2%,x,x,x,8%,-3,193,3,193
O=C(Cn1cnc2ccccc2c1=O)NCc1ccc2c(c1)OCO2,-4%,7,97,91,28%,-8,143,8,143
CCc1c(C(C)S(=O)(=O)c2ccc(C)cc2)[nH]c(=O)n1-c1ccc(C)cc1 (stereo not drawn),-6%,6,87,80,-51%,10,76,-10,76
CCCC(=O)N=C1SC2CS(=O)(=O)CC2N1c1ccc(CC)cc1 (stereo not drawn),1%,4,92,88,19%,-5,126,5,126
COC(=O)c1ccc(CSc2nnc(NCc3ccccc3)s2)o1,-1%,4,82,78,21%,16,96,-16,96
COCc1cc(C)nc(N2CCOCC2)c1C#N,-7%,14,94,80,-3%,4,183,-4,183
CCOc1ccc(S(=O)(=O)NCc2csc(C)n2)cc1,-3%,4,89,85,-4%,0,100,-1,100
O=C(c1ccc(S(=O)(=O)NCC2CCCO2)cc1)N1CCc2ccccc21 (stereo not drawn),-7%,8,78,70,-6%,-1,108,1,108
Cc1cccc(NC(=S)NC2CC3CCCC(C2)N3Cc2cccs2)c1C (stereo not drawn),-1%,x,x,x,-86%,-18,106,18,106
CCOC(=O)c1c(C)nn(Cc2ccccc2)c1N,6%,14,96,82,-16%,-3,156,3,156
CCOc1ccc(N2CCCn3c2nc2c3c(=O)n(CCc3ccccc3)c(=O)n2C)cc1,-6%,3,103,101,x,x,x,x,x
O=C(c1ccco1)N1CCN=C1SCc1cccc(Cl)c1,11%,-1,87,88,18%,-14,181,14,181
O=C(Oc1cccc(N2C(=O)CCC2=O)c1)c1ccccc1,x,5,102,97,x,-6,15,6,15
COc1ccc(C2N=C(c3ccccc3)C(C)(C)N2O)cc1 (stereo not drawn),-10%,3,97,94,-2%,-1,164,1,164
O=C(c1cc(-c2cccs2)on1)N1CCc2ccccc2C1,x,4,88,84,x,8,85,-8,85
c1coc(-c2nnc(SCc3cn4ccccc4n3)o2)c1,-6%,9,92,83,13%,0,165,0,165
Cc1ccc2c(CSc3nnc(C4CC4)n3N)cc(=O)oc2c1,-19%,9,90,81,-10%,x,x,x,x
COc1ccc(NC(=O)C(NC(C)=O)C(=O)NCc2ccccc2)cc1 (stereo not drawn),-10%,x,x,x,-24%,-8,182,8,182
O=C(Cn1nnc(-c2ccc(Cl)cc2)n1)NC1CC2CCC1C2 (stereo not drawn),10%,-7,83,90,6%,-1,135,1,135
Cc1sc2nc(C(C)C)nc(SCC(=O)NCc3ccco3)c2c1C,11%,-22,48,69,-42%,-20,134,20,134
Cc1sc2ncn(CC(=O)NCCCC(=O)N3CCN(c4ccccc4)CC3)c(=O)c2c1C,1%,13,97,84,-37%,-3,158,3,158
O=C(NCCCN1CCCC1=O)c1ccc2c(c1)NC(=O)c1ccccc1S2,4%,9,90,81,-51%,6,170,-6,170
COc1ccc(OC(=O)c2cccnc2)cc1,18%,-16,62,78,4%,-14,63,14,63
CCCCCNC(=O)C(C)NS(=O)(=O)c1ccc(OC)cc1 (stereo not drawn),-9%,1,86,85,2%,10,93,-10,93
CC(C)=CC(=O)Nc1nnc(C)s1,x,-5,95,100,x,0,110,0,110
Cc1cc(=O)n2c(ccc3ccccc32)c1C#N,-6%,14,90,76,9%,x,x,x,x
CCCc1nc2sc3ccccc3c(=O)c2c(=O)n1Cc1ccco1,21%,-11,62,73,2%,0,69,0,69

# Assay outcomes from PubChem.

# The list is partial; count on the stated rates, not on these rows.
